PLCg1 inh = PLC-gamma1 (human) inhibition, primary screen. P19174. AID 720700. purified PLC-gamma1, fluorogenic substrate, fluorescence. actives 0.84% (n = 370,000). inhibition, % at 12.2 µM; in the data active means inhibition above about 9.5%
SIAE inh = blocks human sialic acid acetylesterase | SIAE FP-Rh probe binding, fluorescence polarization | AID 1053197 | inhibition, % at 9.66 µM | actives 0.69% (n = 370,000) | Q9HAT2;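 active means inhibition above a cutoff: mean of compounds within the control limits plus 3 SD of those, cut at about 17% in these data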;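 further: 0% = plate median of compound wells and 100% = probe without SIAE protein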
Target sequence (Q9HAT2 whole entry, looked up): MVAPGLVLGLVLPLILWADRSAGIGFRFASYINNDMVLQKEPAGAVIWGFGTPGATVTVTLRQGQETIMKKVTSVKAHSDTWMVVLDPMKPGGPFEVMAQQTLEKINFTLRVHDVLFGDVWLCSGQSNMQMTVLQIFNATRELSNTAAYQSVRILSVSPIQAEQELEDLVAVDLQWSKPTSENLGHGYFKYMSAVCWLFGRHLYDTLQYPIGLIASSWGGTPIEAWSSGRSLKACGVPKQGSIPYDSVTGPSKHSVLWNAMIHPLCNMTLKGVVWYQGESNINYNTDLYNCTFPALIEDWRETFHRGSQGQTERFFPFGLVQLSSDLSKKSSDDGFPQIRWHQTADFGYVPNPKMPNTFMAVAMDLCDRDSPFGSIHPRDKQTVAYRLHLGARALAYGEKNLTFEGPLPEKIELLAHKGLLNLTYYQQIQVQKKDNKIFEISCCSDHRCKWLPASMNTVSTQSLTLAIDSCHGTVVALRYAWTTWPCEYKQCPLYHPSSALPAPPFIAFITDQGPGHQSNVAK
ADAM10 inh = inhibits human ADAM10; actives 0.62% (n = 370,000); recombinant ADAM10, EDANS/DABCYL FRET peptide cleavage, 3 h; O14672; inhibition, % at 7 µM;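 active means inhibition above a per-campaign cutoff equal to the mean of compounds falling between control-based bounds plus 3 SD, cut at about 20% in these data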;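 further: 0% = DMSO wells while the 100% control is not disclosed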
ARFGAP1 inhibitor = inhibits rat ARF GTPase activating protein 1 | Q62848 | Arfgap1-stimulated ARF1 GTP hydrolysis, GDP FP detection | inhibition, % at 16.5 µM | actives 0.26% (n = 360,000);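 active means inhibition above a per-plate limit, mean inhibition of low control wells plus 3 SD, cut at about 25% in these data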;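 further: 0% = DMSO wells with enzyme and 100% = wells lacking Arfgap1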
Target sequence (Q62848 1-136 limits assumed): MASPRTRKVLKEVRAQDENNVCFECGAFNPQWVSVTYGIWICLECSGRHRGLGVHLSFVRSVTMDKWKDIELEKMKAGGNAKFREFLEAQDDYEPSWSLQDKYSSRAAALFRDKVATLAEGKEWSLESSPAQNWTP
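Material: truncated rat Arfgap1 GAP domain; Incubation: compound-enzyme preincubation 20 min, reaction 120 min, detection 60 min, 25 °C; Read-out: percent inhibition of Arfgap1-stimulated GTP hydrolysis; Technique: FP, GDP Alexa 633 tracer displaced from anti-GDP antibody, 620/688 nm; Controls: No-Arfgap1 wells (100%) versus DMSO full-reaction wells (0%); Replication: single well per compound.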
ADAM17 inh = inhibits human ADAM17 | P78536 | recombinant ADAM17, EDANS/DABCYL FRET peptide cleavage | inhibition, % at 6.95 µM | actives 0.83% (n = 370,000);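 active means inhibition above the mean of compounds lying between control limits plus 3 SD, set per campaign, cut at about 8.5% in these data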;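 further: 0% = DMSO-only wells as the low control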
PLCb3 inh = blocks human PLC-beta3 enzyme activity; Q01970; Purified PLC-beta3, fluorogenic substrate, fluorescence; inhibition, % at 12.2 µM; actives 0.18% (n = 370,000); AID 720704; in the data active means inhibition above about 11%;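 further: 0% = median of compound wells on plate and 100% = full blocker control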
TDP2 inh = blocks human TDP2 phosphodiesterase activity. O95551. recombinant TDP2, T5PNP hydrolysis, p-nitrophenol absorbance 415 nm. inhibition, % at 12.8 µM. actives 0.34% (n = 370,000);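 active means inhibition above the mean of all tested compounds plus 3 SD, set per campaign, cut at about 25% in these data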;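 further: 0% = DMSO with enzyme and 100% = buffer with substrate but no TDP2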
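Incubation: 2 h at 37 °C; Test system: recombinant human TDP2; Quantity: enzyme 120 nM; Read-out basis: percent inhibition; Medium: 50 mM Tris-HCl pH 7.5 with Mg2+, KCl, DTT, BSA; Repeats: single replicate; Compound: 12.8 µM single point, 1% DMSO; Signal: epi absorbance; Reagent: 5 mM T5PNP chromogenic substrate; Benchmarks: no-enzyme high, DMSO-plus-enzyme low.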
ASAP1 GAP inh = blocks human ASAP1-stimulated Arf1 GTP hydrolysis; Q9ULH1; GDP FP detection; inhibition, % at 16.5 µM; actives 0.19% (n = 360,000); AID 624377; in the data active means inhibition above about 25%;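 further: 0% = vehicle with enzyme and substrate and 100% = no enzyme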
Target sequence (Q9ULH1 325-724 limits assumed): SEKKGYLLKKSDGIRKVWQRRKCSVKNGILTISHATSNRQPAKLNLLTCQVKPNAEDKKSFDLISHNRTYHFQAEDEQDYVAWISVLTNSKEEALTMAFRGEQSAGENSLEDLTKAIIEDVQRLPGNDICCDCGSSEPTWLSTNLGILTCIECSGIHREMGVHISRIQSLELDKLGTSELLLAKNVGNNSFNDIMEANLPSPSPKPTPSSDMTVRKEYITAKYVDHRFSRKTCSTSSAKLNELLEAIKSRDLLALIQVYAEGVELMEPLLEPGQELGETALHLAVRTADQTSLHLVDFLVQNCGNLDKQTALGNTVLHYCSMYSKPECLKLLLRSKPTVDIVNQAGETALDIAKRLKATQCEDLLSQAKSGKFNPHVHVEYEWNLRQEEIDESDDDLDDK
Tn6 DDE FP = DD(E)-Tn6 binding inhibition, primary FP screen. P02675. Fibrin DD(E) TRITC-Tn6 fluorescence polarization displacement. inhibition, % at 8.3 µM. actives 0.21% (n = 370,000);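 active means inhibition above a per-campaign cutoff: mean of compounds within control limits plus 3 SD, cut at about 15% in these data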;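 further: 0% = median of all compound wells on the plate and 100% = blocking peptide control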
Tn7 DDE FP = inhibitors of Tn7 peptide binding to human fibrin DD(E) | inhibition, % at 8.3 µM | P02675 | actives 0.13% (n = 370,000) | FP displacement of FITC-Tn7 peptide from fibrin DD(E); 0% = median of compound wells per plate;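 active means inhibition above the mean of compounds falling within the control limits plus 3 SD of them, cut at about 14% in these data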;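 further: 0% = plate median of compound wells and 100% = 10 µM Aha-Tn7 peptide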
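Test system – human fibrin DD(E) · Times – 10 min preincubation, 3 h with tracer, room temperature · Detection – fluorescence polarization of the labelled Tn7 tracer · Measure – percent inhibition normalized to high-control wells · Benchmarks – high control wells with 10 µM unlabelled Aha-Tn7 peptide (full inhibition) · Repeats – singlicate testing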
Numbers without * were called inactive; nt = not tested or not shown.

A first look, 5 compounds:
SMILES	PLCg1 inh	SIAE inh	ADAM10 inh	ARFGAP1 inhibitor	ADAM17 inh	PLCb3 inh	TDP2 inh	ASAP1 GAP inh	Tn6 DDE FP	Tn7 DDE FP
CCOc1cc(/C=N/N=C(N)N)ccc1OCc1ccc(Cl)cc1	1	13	5	17	1	4	-4	7	6	-4
Cc1nnc(SCC(=O)NC2CC2)n1CCc1ccccc1	1	-2	2	4	-1	1	3	8	2	5
CC(C)COC(=O)Cn1cnc2ccc(Br)cc2c1=O	-2	-2	1	-11	1	0	2	17	10	7
O=C(COc1ccccc1Cl)N1CCN(C(=O)c2ccco2)CC1	4	-1	3	15	2	-5	6	-3	-3	3
COc1cc([N+](=O)[O-])ccc1NC(=O)NCc1ccccn1	-2	-2	0	-3	3	-2	10	-1	-3	3

This part in full, from the start:
SMILES	PLCg1 inh	SIAE inh	ADAM10 inh	ARFGAP1 inhibitor	ADAM17 inh	PLCb3 inh	TDP2 inh	ASAP1 GAP inh	Tn6 DDE FP	Tn7 DDE FP
CCOc1cc(/C=N/N=C(N)N)ccc1OCc1ccc(Cl)cc1	1	13	5	17	1	4	-4	7	6	-4
Cc1nnc(SCC(=O)NC2CC2)n1CCc1ccccc1	1	-2	2	4	-1	1	3	8	2	5
CC(C)COC(=O)Cn1cnc2ccc(Br)cc2c1=O	-2	-2	1	-11	1	0	2	17	10	7
O=C(COc1ccccc1Cl)N1CCN(C(=O)c2ccco2)CC1	4	-1	3	15	2	-5	6	-3	-3	3
COc1cc([N+](=O)[O-])ccc1NC(=O)NCc1ccccn1	-2	-2	0	-3	3	-2	10	-1	-3	3
COc1ccc(CCNc2ccc(N3C(=O)CC(C)C3=O)cc2[N+](=O)[O-])cc1OC (stereo not drawn)	0	-2	0	3	-5	-7	-10	-7	-6	10
O=C(NCc1nc2ccccc2[nH]1)C1=C[C@H](c2ccccc2)C[C@H](OCc2ccc(CO)cc2)O1	-9	-9	-1	4	1	-7	-1	7	0	2
CCN(C[C@H]1N[C@@](Cc2ccccc2)(C(=O)OC)[C@H]2C(=O)N(Cc3ccccc3)C(=O)[C@@H]12)C(=O)Nc1ccc(C(F)(F)F)cc1	1	-83	-1	-2	-2	0	1	-4	-4	9
CC1CCCN(C(=O)Cn2nnc(-c3ccc(F)cc3)n2)C1 (stereo not drawn)	-2	3	6	0	-6	-5	-2	8	-2	3
COc1ccc(NS(=O)(=O)c2ccc(NC(=O)c3ccc(N(C)S(C)(=O)=O)cc3)cc2)c(OC)c1	-1	-5	2	18	4	0	2	10	3	-1
O=C(COC(=O)Cc1c(Cl)cccc1Cl)Nc1ccccc1-c1ccccc1	3	2	23*	-10	8	10	-3	0	2	4
c1ccc(-c2nnc3n2CCCC3)cc1	1	0	1	-1	-4	1	-3	-7	-8	4
CCc1noc(C)c1C(=O)N1CCN(S(=O)(=O)c2cccc(C(F)(F)F)c2)CC1	-1	-2	-7	-6	-5	0	8	-2	-2	-3
CC(=O)c1cc(-c2ccccc2)n(CCC(=O)NC2CCCC2)c1C	0	6	5	0	0	4	10	8	-5	-1
NNc1nc2cccnc2n(CCNc2ncc(C(F)(F)F)cc2Cl)c1=O	-2	-1	14	-6	0	-5	-7	-5	-4	-2
O=c1c(-c2ccccc2)c(O)cc(-c2ccncc2)n1-c1ccc(Cl)cc1	-14	-7	-4	5	0	-13	-4	5	5	9
Cn1cnc2c1c(=O)n(Cc1ccc(F)cc1Cl)c(=O)n2C	4	-3	4	5	-1	5	7	-5	1	2
Cc1occc(=O)c1OC(=O)Nc1ccc(Cl)c(Cl)c1	1	-177	6	4	1	4	-8	6	7	8
COc1ccc2nc(SC)cc(C)c2c1	5	2	3	2	-2	-3	-15	2	2	-3
FC(F)(F)c1cc(C(F)(F)F)n2nc(-c3sccc3-n3cccc3)cc2n1	-4	1	-6	-8	-3	0	5	-1	-8	2

Four structures out of the list, sorted by formula weight, lowest first.
SMILES	PLCg1 inh	SIAE inh	ADAM10 inh	ARFGAP1 inhibitor	ADAM17 inh	PLCb3 inh	TDP2 inh	ASAP1 GAP inh	Tn6 DDE FP	Tn7 DDE FP
CCOc1cc(/C=N/N=C(N)N)ccc1OCc1ccc(Cl)cc1	1	13	5	17	1	4	-4	7	6	-4
O=c1c(-c2ccccc2)c(O)cc(-c2ccncc2)n1-c1ccc(Cl)cc1	-14	-7	-4	5	0	-13	-4	5	5	9
O=C(NCc1nc2ccccc2[nH]1)C1=C[C@H](c2ccccc2)C[C@H](OCc2ccc(CO)cc2)O1	-9	-9	-1	4	1	-7	-1	7	0	2
COc1ccc(NS(=O)(=O)c2ccc(NC(=O)c3ccc(N(C)S(C)(=O)=O)cc3)cc2)c(OC)c1	-1	-5	2	18	4	0	2	10	3	-1

The list continues:
SMILES	PLCg1 inh	SIAE inh	ADAM10 inh	ARFGAP1 inhibitor	ADAM17 inh	PLCb3 inh	TDP2 inh	ASAP1 GAP inh	Tn6 DDE FP	Tn7 DDE FP
Cc1cccc(C(=O)O[C@H]2[C@H](C)NS(=O)(=O)[C@H]3CC4C=C[C@]23O4)c1	1	8	-4	-2	-2	3	4	4	-1	0
O=C(/C=C/c1cccc(F)c1)OCC(=O)N1CCc2ccccc21	1	-2	-2	-16	-3	-8	3	-7	-2	-6
CCOc1ccccc1-n1c(=S)sc2c(=O)n(-c3ccc(F)cc3)c(SCC(=O)O)nc21	4	-7	-7	1	-1	1	13	1	4	-1
CCOC(=O)C1(CC2CCCCO2)CCN(C(=O)Nc2ccc(C)c(C)c2)CC1 (stereo not drawn)	-1	7	-2	-5	-4	0	0	8	-6	7
CCCCN1C(=O)NC(NC(C)=O)(C(F)(F)F)C1=O (stereo not drawn)	-1	5	-1	6	-6	1	10	8	-12	0
O=C(CCCN1C(=O)/C(=C\c2cccs2)SC1=S)Nc1ccccn1	1	1	1	-12	2	1	0	-2	-4	-4
O=C(O)C1c2ccccc2Cc2ccccc21	-3	6	-19	-7	-5	1	-12	-4	4	-2
O=C(NCC1CCCO1)C(c1cccs1)N(C(=O)Cn1nnc(-c2cccs2)n1)C1CCCC1 (stereo not drawn)	0	-12	-7	1	0	2	1	-10	8	-4
Cc1c(CN(C)C)c2c(n1Cc1ccccc1)C(=O)c1ccccc1-2	4	-7	-1	8	-1	5	7	5	8	-4
O=C(Nc1nnc(SCc2cccnc2)s1)C1CC(=O)N(c2ccccc2)C1 (stereo not drawn)	-2	4	-2	-3	1	-7	16	-9	1	-10
O=C(O)c1ccccc1-n1c(-c2ccccc2)cc2c1CCCC2=O	-2	-3	4	-9	0	1	-6	0	-9	-2
CCN1CCN(CC(=O)c2ccc(OC)cc2)CC1	-1	3	-7	4	-5	-8	3	5	-15	-5
O=C(COC(=O)C1=NNC(=O)CC1)NCCc1ccccc1	7	3	6	2	5	-5	-10	1	7	1
Cc1ccc2nc(N(CCCN(C)C)C(=O)c3sc4ccccc4c3Cl)sc2c1	4	-1	-11	8	5	-8	-14	5	-5	-4
CC1=C(C)CC(C(=O)N2CCN(C/C=C/c3ccccc3)CC2)C(C(=O)O)C1 (stereo not drawn)	1	6	9	-2	3	4	-14	-4	-2	0
CC(=O)/C(=N\Nc1ccccc1)Sc1cccc2cccnc12	0	-4	7	2	0	-2	10	3	-1	0
CCNC(=O)C1(C)CCCN(Cc2csc3ccccc23)C1 (stereo not drawn)	3	-4	-2	-17	-3	1	-3	-4	8	1
Cc1ccc(NC(=O)CN(C)C(=O)c2cc(-c3cccs3)nn2-c2ccccc2)cc1	0	-9	-4	-7	2	-2	-5	5	0	4
COc1ccc(C(=O)N2CCC(c3ccccc3)CC2)c(OC)c1OC	0	1	2	13	-4	-4	9	3	1	-5
Cc1onc(-c2c(F)cccc2Cl)c1C(=O)Oc1ccccc1	-1	-1	3	-2	1	-2	-2	0	1	8
COc1ccc(OCC(=O)Nc2ccccc2OC(F)F)cc1	-3	0	-7	3	-4	-1	0	7	-7	-6
COc1ccc2c(c1)OC(O)(C(F)(F)C(F)F)CC2=O (stereo not drawn)	-13	-6	-11	2	0	-12	1	1	6	-4
O=C(Nc1c(C(=O)N2CCC(N3CCCCC3)CC2)oc2ccccc12)c1c(F)cccc1F	-4	2	0	-11	-6	-2	-16	0	4	-4
CC/C(O)=C1\C(=O)CC(C)(C)CC1=Nc1ccccc1C	0	3	-1	-3	1	1	-6	1	-3	-1
Cc1cc2ncn(S(=O)(=O)N(C)C)c2cc1C	4	-4	-1	14	0	2	3	0	3	-4
Nc1ccc(-n2nnnc2CN2CCOCC2)cc1	-2	3	1	0	-3	-3	8	7	-10	0
CCN(CC)c1ccc(C2CC(=O)NC3=C2C(=O)CC(C)(C)C3)cc1 (stereo not drawn)	-3	1	-6	-12	-5	0	-2	-9	1	-3
COC(=O)CS(=O)(=O)c1cccc2cccnc12	-5	-3	-9	5	-2	-2	4	0	4	-10
O=C(/C=C/Nc1ccc(F)cc1)c1ccc(Oc2ncccn2)cc1	4	-10	4	11	8	0	-3	17	-7	-4
O=c1[nH]c(-c2cccnc2)nc2sc(-c3ccccc3)cc12	-48	-11	-45	-5	-18	-73	7	1	5	4
COc1ccc(NC(=O)c2ccccc2NS(=O)(=O)c2ccc(C)cc2)c([N+](=O)[O-])c1	3	0	8	-5	6	1	-23	16	1	-5
Cn1nccc1C(=O)OCC(=O)Nc1ccccc1Cl	0	3	0	4	-1	-5	10	1	4	5
C#CCOCCOCCOCCNc1nc(N2CCN(C(=O)[C@H]([C@@H](C)CC)n3cc(CCCCN)nn3)CC2)nc(N2CCN(C(=O)[C@H](Cc3ccc(O)cc3)n3cc(CCO)nn3)CC2)n1	5	-1	0	nt	-2	2	-1	nt	-1	-5
Cc1cc(C)c(OCCCCN(C)Cc2ccccc2)c(C)c1	13*	-5	7	-10	1	1	0	-7	-6	0

Three entries already listed, ordered by the number in ADAM10 inh, high to low:
SMILES	PLCg1 inh	SIAE inh	ADAM10 inh	ARFGAP1 inhibitor	ADAM17 inh	PLCb3 inh	TDP2 inh	ASAP1 GAP inh	Tn6 DDE FP
CC(=O)c1cc(-c2ccccc2)n(CCC(=O)NC2CCCC2)c1C	0	6	5	0	0	4	10	8	-5
c1ccc(-c2nnc3n2CCCC3)cc1	1	0	1	-1	-4	1	-3	-7	-8
CC/C(O)=C1\C(=O)CC(C)(C)CC1=Nc1ccccc1C	0	3	-1	-3	1	1	-6	1	-3
